NSD2 HMT inh: NSD2 histone methyltransferase inhibitors, primary screen, biochemical, AlphaScreen, single concentration, set 2. Histone-lysine N-methyltransferase NSD2 (Homo sapiens), O96028. NSD2 peptide methylation, 120 min. inhibition, % at 12.5 µM. actives 0.54% (n = 310,000); in the data active = inhibition above about 50%
dFosB activator: activators of delta FosB homodimer, primary screen, biochemical, fluorescence polarization, TAMRA-CDK5 oligo, single point; Protein FosB (Mus musculus), P13346; purified delta FosB; percent of positive-control signal above neutral wells; activation, % at 25 µM; actives 0.99% (n = 340,000);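 active = mean activation above about 17%, with every replicate also reaching it, limit read from the data, passing the limit was not always enough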;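 also: fluorescence polarization rise as delta FosB binds a TAMRA Cdk5 AP-1 oligo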
Target sequence (P13346 whole entry, looked up): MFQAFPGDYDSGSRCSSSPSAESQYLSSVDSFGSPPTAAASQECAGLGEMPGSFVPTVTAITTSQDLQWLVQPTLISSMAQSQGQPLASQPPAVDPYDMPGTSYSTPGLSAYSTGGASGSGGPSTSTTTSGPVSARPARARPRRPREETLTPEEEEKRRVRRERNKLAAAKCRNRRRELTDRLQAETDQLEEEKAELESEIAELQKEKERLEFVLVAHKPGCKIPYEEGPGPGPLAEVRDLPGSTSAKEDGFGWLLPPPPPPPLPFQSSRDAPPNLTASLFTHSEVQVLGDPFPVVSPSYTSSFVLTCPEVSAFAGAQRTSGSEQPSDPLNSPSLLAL
MITF TRPM1 HTS: activators of MITF-driven TRPM1 promoter reporter, primary screen, cell-based, SK-MEL-5, luciferase, single point; SK-MEL-5 TRPM1-promoter luciferase, 24 h; % of positive control, neutral wells = 0; activation, % at 12.5 µM; actives 0.75% (n = 300,000); AID 588334, 2011;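 active = mean activation of at least 80% with every replicate also reaching 80%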;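 also: 0% = neutral control wells and 100% = parthenolide positive control wells; values of inactives mirror those of a sister screen read the other way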
HTR5A inv ag: HTR5A inverse agonists in luminescence cell assay, primary screen, counter-screen for OPRM1-OPRD1 heterodimer inverse agonist project, full-deck HTS | AID 504634, 2011 | inhibition, % at 9.3 µM | actives 0.083% (n = 340,000) | 5-hydroxytryptamine receptor 5A (Homo sapiens), P47898 | HTR5A cell line, inverse agonism; in the data active = inhibition mostly above about 23%, no sharp cut-off; inactive = mostly below about 18%;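 also: 0% = cells with DMSO and 100% = no-cell wells with DMSO; some compounds called inactive have numbers as strong as hits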
Target sequence (P47898 whole entry, looked up): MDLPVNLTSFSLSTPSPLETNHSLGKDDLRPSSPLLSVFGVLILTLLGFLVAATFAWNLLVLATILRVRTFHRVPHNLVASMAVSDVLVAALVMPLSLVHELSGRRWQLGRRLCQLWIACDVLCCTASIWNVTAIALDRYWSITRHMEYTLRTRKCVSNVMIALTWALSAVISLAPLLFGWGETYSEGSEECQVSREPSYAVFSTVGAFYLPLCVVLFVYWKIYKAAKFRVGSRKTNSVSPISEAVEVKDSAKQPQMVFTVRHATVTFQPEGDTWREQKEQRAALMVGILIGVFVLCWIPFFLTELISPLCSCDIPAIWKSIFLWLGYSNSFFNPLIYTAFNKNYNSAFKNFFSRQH
SR-BI DiI inh: inhibitors of SR-BI mediated HDL lipid uptake, primary screen, ldlA[mSR-BI] cells, fluorescence, single point | ldlA[mSR-BI] CHO cells, DiI-HDL uptake fluorescence, 3 h | actives 0.96% (n = 320,000) | Scavenger receptor class B member 1 (Mus musculus), Q61009 | inhibition, % at 12.5 µM;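 active = mean replicate inhibition of at least 70% and a set share of replicates each scoring 70 or more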;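 also: 0% = median of neutral control wells and 100% = median of positive control wells; values of inactives mirror those of a sister screen read the other way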
PvdQ acylase: P. aeruginosa PvdQ acylase inhibitors, primary screen, biochemical, fluorescence, plate reader and imaging, single point; AID 488965, 2010; PvdQ acylase [Pseudomonas aeruginosa LESB58]; actives 0.063% (n = 340,000); purified PvdQ acylase; inhibition, % at 10 µM; in the data active = inhibition above about 30%, passing the limit was not always enough;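 also: 0% = vehicle neutral wells and 100% = reference inhibitor wells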
HTR5A ag: HTR5A agonists in luminescence cell assay, primary screen, counter-screen for OPRM1-OPRD1 heterodimer agonist project, full-deck HTS | actives 0.61% (n = 340,000) | AID 504692, 2011 | cell-based | activation, % at 9.3 µM | 5-hydroxytryptamine receptor 5A (Homo sapiens), P47898; in the data active = activation mostly above about 9.5%, no sharp cut-off; inactive = mostly below about 7.6%;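 also: 0% = cells with vehicle only and 100% = reference agonist; strong numbers were not always called active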
CDK5 inh: inhibitors of human CDK5/p35 kinase, primary screen, biochemical, single concentration; inhibition, % at 10 µM; actives 0.01% (n = 330,000); AID 488839, 2010; Recombinant CDK5/p35, ADP-Glo luminescence, 60 min; Cyclin-dependent kinase 5 (Homo sapiens) + Cyclin-dependent kinase 5 activator 1 (Homo …;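 active = highest replicate inhibition of at least 50% and at least 75% of replicates reaching 50%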;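 also: plate controls were DMSO neutral control for no effect and GW8510 at 10 µM for full effect; many of its hits are not listed in these tables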
V-ATPase pH: regulators of yeast V-ATPase proton pumping, primary screen, pHLuorin cytosolic pH fluorescence | S. cerevisiae | response, % at 10 µM | actives 0.37% (n = 350,000) | AID 504577, 2011; in the data active = response mostly above about 7.3%, no sharp cut-off; inactive = mostly below about 5.4%; also: actives read high; inactives centre near 0; some compounds called inactive have numbers as strong as hits; reference of the scale not given here
Wnt bcat act: Wnt/beta-catenin pathway activators, primary screen, cell-based, plate reader, single point | Wnt/beta-catenin reporter cell assay, activator | actives 1.2% (n = 300,000) | activation, % at 9.35 µM | AID 743398, 2014; in the data active = activation above about 30%, passing the limit was not always enough;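 also: 0% = neutral control wells and 100% = positive control wells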
Active calls of the source: *; . = not tested or not shown.

SMILES	NSD2 HMT inh	dFosB activator	MITF TRPM1 HTS	HTR5A inv ag	SR-BI DiI inh	PvdQ acylase	HTR5A ag	CDK5 inh	V-ATPase pH	Wnt bcat act
Cc1nc(N2N=C(c3ccc(Cl)cc3)CC2c2ccco2)sc1C(=O)N(C)C (centres undefined)	-10	-23	-5	15	34	4	-1	-2.0	-5	10
COc1ccc(NC(=O)Nc2cc(C)ccc2OC)cc1	.	-12	17	-34	9	2	6	-0.6	-6	.
O=C(Oc1ccc(Nc2ncnc3ccccc23)cc1)c1cccnc1	1	2	4	6	-11	-13	0	1.6	-1	4
Cc1c(C(=O)NCc2ccccc2F)oc2ccccc12	-1	-13	7	2	-3	-9	-1	-1.2	4	1
Cn1cc(CN2CCCC(C(=O)c3ccc(-c4ccccc4)cc3)C2)cn1 (centres undefined)	2	-5	16	17	-10	-5	0	-3.3	-1	-2
COc1cc(C(=S)N2CCCC2)ccc1O	-4	-9	-16	-26	-5	-12	-1	0.3	-1	.
COc1ccc(OC)c(S(=O)(=O)Nc2cc3c4c(c2)CCC(=O)N4CCC3)c1	0	1	7	0	-7	-12	0	0.5	0	6
Cc1cc(C)c(OCC(=O)OCC(=O)NCC2CCCCC2)c(C)c1	-4	3	0	-13	-6	9	4	-1.0	-1	0
CCOc1ccc(C(CC(=O)O)NC(=O)c2cccs2)cc1 (centres undefined)	0	7	3	-34	-16	-2	-1	0.6	-1	.
COc1ccc(C(=O)Cn2cnc3ccccc3c2=O)c(OC)c1	.	-9	44	0	11	-12	2	0.2	-1	10
CCC(C(=O)OCC(=O)c1ccc2c(c1)NC(=O)CO2)c1ccccc1 (centres undefined)	-2	-14	18	35	2	-4	-5	0.2	1	-1
O=[N+]([O-])c1ccccc1S(=O)(=O)n1cnc2ccccc21	-3	3	-5	.	38	3	.	-0.4	-1	-2
Cc1ccc(CCNC(=O)C2CC(c3cc(C(F)(F)F)cc(C(F)(F)F)c3)=NO2)cc1 (centres undefined)	.	-2	-19	-4	-20	-7	1	-0.6	-1	0
CN1/C(=C\C(=O)Nc2cccnc2)c2ccccc2CC1(C)C	1	-4	-2	1	-12	3	-3	-3.1	-2	1
O=C(Nc1ccc(N2CCN(C(=O)c3ccco3)CC2)cc1)C(c1ccccc1)c1ccccc1	2	3	10	-3	24	-16	4	1.1	2	-1
O=C(NCCN1CCOCC1)c1cn(CCc2ccccc2)nn1	8	11	.	-16	-9	-7	3	-0.8	-1	-4
COc1ccc(-n2ncc3c(N4CCC(C(N)=O)CC4)ncnc32)cc1	8	-10	.	-18	-3	-14	-2	-6.4	5	.
CC(C)c1c(Cl)c(O)c(-c2ccccc2)c(=O)n1-c1ccc(F)cc1	21	-1	-3	-5	-3	-17	2	0.3	2	-1
CC(C)COCc1ccc(O)c2ncccc12	-4	-2	-60	5	-19	-9	-2	-0.5	-1	-1
O=C(N[C@@H]1C/C=C\C[C@@H](CC(=O)N(CCO)Cc2ccccc2)C(=O)NC[C@H](c2ccccc2)OC1=O)OCC1c2ccccc2-c2ccccc21	.	-2	-2	13	53	-5	-6	-1.2	-1	-1
O=C(O)c1c2c(nc3ccc(F)cc13)CCC2	3	-5	-17	-8	-14	-4	3	3.8	2	-1
CCC(=O)NS(=O)(=O)c1cccnc1Nc1ccccc1Cl	-2	3	.	9	-15	0	-1	-0.1	2	-1
C=C1C(=O)OC2C=C(CO)C3OC3C3OC3(C)CC(OC(=O)/C(=C/C)COC(C)=O)C12 (centres undefined)	-5	0	-84	0	-1	2	0	-0.1	-3	-6
COC(=O)COc1cccc2c(=O)n(CC(=O)N3CCC(C)CC3)ccc12	7	-1	-4	-8	-4	-13	3	-3.9	1	3
COc1ccc(-c2nc(CCNS(=O)(=O)c3ccc4c(c3)OCCO4)cs2)cc1	.	-5	.	-13	-129	-10	7	-5.7	2	-1
CC(C)(C)C1C/C(=C/c2ccccn2)C(=O)/C(=C/c2ccccn2)C1 (centres undefined)	.	-8	-101	6	.	-10	2	-0.2	3	.
O=C(Nc1c2c(nn1-c1ccc([N+](=O)[O-])cc1)CS(=O)(=O)C2)C1CC1	-2	0	2	1	-9	-7	1	1.5	-4	-1
COc1ccccc1C(=O)NC(=S)N1CCc2ccccc21	3	-4	-19	26	18	-6	-1	-1.8	-1	0

Reformatted field by field: part of the list above.
C=C1C(=O)OC2C=C(CO)C3OC3C3OC3(C)CC(OC(=O)/C(=C/C)COC(C)=O)C12 (centres undefined)
  NSD2 HMT inh = -5
  dFosB activator = 0
  MITF TRPM1 HTS = -84
  HTR5A inv ag = 0
  SR-BI DiI inh = -1
  PvdQ acylase = 2
  HTR5A ag = 0
  CDK5 inh = -0.1
  V-ATPase pH = -3
  Wnt bcat act = -6

COC(=O)COc1cccc2c(=O)n(CC(=O)N3CCC(C)CC3)ccc12
  NSD2 HMT inh = 7
  dFosB activator = -1
  MITF TRPM1 HTS = -4
  HTR5A inv ag = -8
  SR-BI DiI inh = -4
  PvdQ acylase = -13
  HTR5A ag = 3
  CDK5 inh = -3.9
  V-ATPase pH = 1
  Wnt bcat act = 3

COc1ccc(-c2nc(CCNS(=O)(=O)c3ccc4c(c3)OCCO4)cs2)cc1
  NSD2 HMT inh = .
  dFosB activator = -5
  MITF TRPM1 HTS = .
  HTR5A inv ag = -13
  SR-BI DiI inh = -129
  PvdQ acylase = -10
  HTR5A ag = 7
  CDK5 inh = -5.7
  V-ATPase pH = 2
  Wnt bcat act = -1

CC(C)(C)C1C/C(=C/c2ccccn2)C(=O)/C(=C/c2ccccn2)C1 (centres undefined)
  NSD2 HMT inh = .
  dFosB activator = -8
  MITF TRPM1 HTS = -101
  HTR5A inv ag = 6
  SR-BI DiI inh = .
  PvdQ acylase = -10
  HTR5A ag = 2
  CDK5 inh = -0.2
  V-ATPase pH = 3
  Wnt bcat act = .
